Assay outcomes deposited in PubChem BioAssay by The Scripps Research Institute Molecular Screening Center.
V1R ag counter – V1a receptor agonism, counter-screen for OXTR agonists; actives 0.25% (n = 320,000); AID 2797; CHO-V1R cells, Fluo-8 calcium fluorescence, agonist mode; 0% DMSO, 100% 3 nM vasopressin; activation, % at 3 µM; P37288;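 active = activation above the mean activation of all tested compounds plus 3 SD, per screening run, cut at about 20% in these data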;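 note: signal is peak over basal fluorescence ratio across a 100 second FLIPR read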
Target sequence (P37288 whole entry, looked up): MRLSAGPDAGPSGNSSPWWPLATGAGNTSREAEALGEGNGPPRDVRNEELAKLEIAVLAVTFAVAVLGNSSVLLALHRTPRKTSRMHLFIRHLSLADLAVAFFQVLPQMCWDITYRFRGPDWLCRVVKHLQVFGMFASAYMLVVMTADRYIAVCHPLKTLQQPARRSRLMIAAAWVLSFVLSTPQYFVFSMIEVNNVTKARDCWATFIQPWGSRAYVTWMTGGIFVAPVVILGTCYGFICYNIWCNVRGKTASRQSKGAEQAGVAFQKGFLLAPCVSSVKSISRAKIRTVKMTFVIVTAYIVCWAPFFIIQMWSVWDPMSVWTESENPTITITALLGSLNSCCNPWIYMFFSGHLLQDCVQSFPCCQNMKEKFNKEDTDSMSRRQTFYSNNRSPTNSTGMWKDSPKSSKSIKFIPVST
TAAR1 antag – antagonists of human TAAR1; Q96RJ0; CHO RD-HGA16 TAAR1, Fluo-8 calcium fluorescence, antagonist; inhibition, % at 3 µM; actives 1.5% (n = 360,000);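 active = inhibition above a per-plate cutoff, the mean inhibition of test compounds on that plate plus 3 SD, cut at about 49% in these data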;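 note: 0% = DMSO plus EC80 beta-PEA response and 100% = DMSO alone without agonist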
Target sequence (Q96RJ0 whole entry, looked up): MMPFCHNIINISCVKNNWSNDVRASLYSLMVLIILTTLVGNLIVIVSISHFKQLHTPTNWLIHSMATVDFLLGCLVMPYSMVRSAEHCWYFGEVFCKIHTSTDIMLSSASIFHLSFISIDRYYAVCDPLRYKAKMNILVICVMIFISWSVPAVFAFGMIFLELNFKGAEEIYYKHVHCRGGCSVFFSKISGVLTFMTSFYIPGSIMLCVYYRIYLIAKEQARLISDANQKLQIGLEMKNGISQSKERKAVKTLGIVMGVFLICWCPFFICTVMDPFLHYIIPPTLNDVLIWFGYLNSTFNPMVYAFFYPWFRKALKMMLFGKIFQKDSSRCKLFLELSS
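Assay system: RD-HGA16 CHO cells with stable hTAAR1 and Gα16 / Reagent: EC80 β-phenethylamine stimulus / Doses: 3 µM, single point / Timing: dye loading 75 min at 37 °C, then 30 min room temperature / Measured by: Fluo-8 intracellular calcium dye fluorescence, real-time kinetic reads / Controls: vehicle wells and EC80 agonist wells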
OXTR potentiator – potentiators of human oxytocin receptor | activation, % at 3 µM | AID 2445 | actives 0.061% (n = 320,000) | P30559 | CHO-OTR cells, Fluo-8 calcium fluorescence, potentiator mode; 0% = oxytocin EC15, 100% = EC100;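 active = activation above that plate's cutoff, the mean activation of tested compounds plus 3 SD, cut at about 6.6% in these data, passing the limit was not always enough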;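 note: 100% uses oxytocin at 75 nM as the full agonist control; some results filed as inactive read as strong as hits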
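Dosing: Single dose, 3.0 µM nominal final compound concentration | Material: Human OTR in CHO cells | Technique: Kinetic Fluo-8 calcium fluorescence | Benchmarks: EC15 oxytocin alone as 0%, 75 nM oxytocin as 100% | Probe or stimulus: Oxytocin at about EC15, sub-maximal agonist stimulus | Incubation: Compound 6 min at room temperature before oxytocin, 100 s read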
CHRM1 agonist – activates human CHRM1 receptor; P11229; actives 0.33% (n = 360,000); activation, % at 3 µM; CHO-K1 hM1, Fluo-8 calcium fluorescence, agonist mode; 0% DMSO, 100% acetylcholine EC100;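 active = activation above the run's mean compound activation plus 3 SD, cut at about 16% in these data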;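 note: peak over basal fluorescence ratio within a 140 s kinetic read after compound addition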
CHO-K1 Ca antag – counter-screen for M1 antagonists: effect in parental CHO-K1 cells; inhibition, % at 3 µM; AID 602250; actives 0.6% (n = 360,000); ATP-induced calcium, Fluo-8 fluorescence;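 active = inhibition above a per-plate cutoff, the plate's mean sample inhibition plus 3 SD, cut at about 24% in these data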;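 note: 0% = DMSO plus EC80 ATP and 100% = DMSO alone without ATP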
CHO parental Ca – counter-screen: ATP calcium response change in parental CHO cells. parental CHO-K1, ATP-induced calcium, Fluo-8 fluorescence. inhibition, % at 5.6 µM. actives 0.63% (n = 330,000);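 active = inhibition above that plate's mean sample inhibition plus 3 SD, cut at about 26% in these data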;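 note: 0% = ATP-challenged DMSO wells and 100% = DMSO wells without ATP; some compounds past the cut are filed as inactive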
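Material – parental CHO cells · Reagent – ATP stimulus · Compound – single nominal dose of 5.6 µM per compound · Detection – Fluo-8 fluorescence · Read-out basis – percent inhibition of calcium signal · Controls – ATP-challenged DMSO wells low, unchallenged DMSO wells high · Repeats – no replicates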
TAAR1 ag – agonists of human TAAR1. actives 0.99% (n = 360,000). Q96RJ0. CHO RD-HGA16 TAAR1, Fluo-8 calcium fluorescence; vehicle wells 0%, saturating PEA agonist 100%. AID 624467. activation, % at 3 µM;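 active = activation above the mean activation of all test compounds in the run plus 3 SD, cut at about 38% in these data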
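Benchmarks: low control DMSO, high control PEA (EC100); System: CHO RD-HGA16 cells carrying human TAAR1 plus Gα16; Detection: Fluo-8 fluorescence, 5 s baseline then 140 s kinetic read; Schedule: 17-24 h plating, Fluo-8 75 min 37 °C, 30 min RT; Read-out basis: % activation from peak over basal fluorescence ratio, DMSO-to-PEA scaled.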
CHO-K1 Ca ag – counter-screen for M1 agonists: effect in parental CHO-K1 cells; Fluo-8 calcium fluorescence; scaled to maximal ATP response, vehicle zero; activation, % at 3 µM; actives 0.48% (n = 360,000); in the data active = activation above about 15%;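 note: untransfected CHO-K1 host cells lacking M1 receptor as counterscreen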
M1 PAM parental – M1 PAM counterscreen hit in parental CHO-K1 cells. ATP EC20, Fluo-8 calcium fluorescence; 0% at ATP EC20, 100% at ATP max. activation, % at 3 µM. actives 0.02% (n = 360,000);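 active = activation above the run cutoff, the mean activation of all test compounds plus 3 SD, cut at about 40% in these data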;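 note: peak over basal fluorescence ratio in a 140 s read after ATP addition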
An asterisk follows results filed as active; x = no result given.

SMILES	V1R ag counter	TAAR1 antag	OXTR potentiator	CHRM1 agonist	CHO-K1 Ca antag	CHO parental Ca	TAAR1 ag	CHO-K1 Ca ag	M1 PAM parental
N#Cc1c2n(c(=S)n(-c3ccccc3)c1=O)CCCCC2	0.7	-6	-4	-8	-7	-4	2	1.5	11
O=C(O)CC(=O)Nc1cc(Cl)ccc1O	0.7	8	-3	-2	2	-5	5	-0.1	-5
NC(=O)c1ccccc1OCCOc1ccc(Br)cc1	9.4	2	-14	-3	-8	-8	8	9.1	27
Cn1ncc2c(Nc3ccc(Cl)c(Cl)c3)ncnc21	3.7	14	-5	0	-2	-12	37	6.6	-15
COc1ccc(/C=C2\SC(=S)N(CCC(=O)NC3C=CS(=O)(=O)C3)C2=O)cc1 (stereo unspecified)	1.0	-30	-24	-2	-6	7	4	1.9	18
CCn1c(=O)cc(OCC(=O)N(C)c2ccccc2F)c2ccccc21	1.2	6	-6	-5	1	-5	3	1.8	11
CCCC(C)c1nnc(NC(=O)CN2C(=O)c3ccccc3C2=O)s1 (stereo unspecified)	0.3	-10	-30	-3	-11	-16	4	-0.1	12
Cc1ccc(Cn2nc(C)c(NC(=O)C3(C)CC3(Br)Br)c2C)cc1 (stereo unspecified)	1.7	13	-15	-5	13	-13	0	0.3	-5
COc1ccc(S(=O)(=O)N[C@H](C(=O)N2CC[C@@]3(O)CCCC[C@H]3C2)c2ccccc2)cc1	0.4	7	-5	-1	-6	-19	12	1.9	4
Clc1ccccc1NCSC1=NCCS1	x	0	x	-3	-7	x	1	1.1	7
C[C@@H]1CN([C@@H](C)CO)C(=O)CCCn2nncc2CO[C@@H]1CN(C)S(=O)(=O)c1ccc(-n2cccn2)cc1	x	-8	x	-6	-6	x	1	0.2	7
CN1C(=O)C(CC(=O)O)S/C1=N\N=C\c1ccc(O)cc1O (stereo unspecified)	0.8	9	-18	-1	1	5	3	0.6	13
COc1ccccc1NC(=O)C(=O)N/N=C(\C)CC(=O)Nc1ccccn1	-1.1	3	-3	-8	-9	-13	-3	0.3	21
CCC(C)NC(=O)Cc1c(OC)ccc2cc(Br)ccc12 (stereo unspecified)	-0.2	-4	-9	-2	2	-21	-2	14	14
CC(=O)N1c2ccccc2C(C)=CC1(C)C	1.4	0	-6	-3	-11	5	0	1.4	18
Cc1[nH]c2ccccc2c1/C=N/NC(=O)CNC(=O)c1cccs1	-0.5	2	-11	-4	-8	7	1	1.2	15
O=C(O)CN1C(=O)/C(=C\c2cccc(OCc3ccccc3F)c2)SC1=S	0.3	-14	-4	-5	-9	-10	1	0.7	1
O=C(Nc1nnc(-c2ccco2)s1)C1CCCCC1	-0.8	4	0	-3	-11	2	16	-0.1	17
CC(=O)OCC1=C(C(=O)O)N2C(=O)C(NC(=O)Cn3nc(C(F)F)c(Cl)c3C)C2SC1 (stereo unspecified)	0.1	8	-13	0	-11	1	-2	0.1	3
Cc1noc(C)c1S(=O)(=O)Nc1ccc2c(c1)C(=O)N([C@H](C)CO)C[C@H](C)[C@@H](CN(C)C(=O)CCCN(C)C)OCCCC[C@@H](C)O2	x	-3	x	-8	12	x	1	0.7	2
COc1cc(/C=C2/C(=O)NN(c3cccc(C)c3)C2=O)cc([N+](=O)[O-])c1O	-0.7	10	-11	-1	-1	-2	1	-0.5	1
COc1cc(NC(=O)C(C)(C)C)c(C(=O)OCC(=O)Nc2cc(C)on2)cc1OC	x	-12	x	8	-5	x	2	0.2	-10
COc1cccc(C2CC(c3ccccc3OC)n3nc(N)nc3N2)c1 (stereo unspecified)	0.8	3	-10	-2	9	1	4	0.1	2
Cc1ccc(OCc2n[nH]c(=S)n2-c2ccc(Br)cc2)cc1	11	19	-16	3	18	-8	20	1.2	-25
CCN1C(=O)/C(=C\N(C)C)S/C1=N\S(=O)(=O)c1ccccc1	0.4	-3	-20	-2	-2	2	1	0.5	-12
c1ccc2c(c1)OCCOCCOCCO2	0.9	-12	0	-2	7	-2	9	0.1	0
COc1ccc(C2=NS(=O)(=O)N(C)C(C(=O)NC3CCCCC3)=C2)cc1OC	1.7	-12	-3	1	-15	-8	1	1.4	19
O=C(NC1(C(=O)O)CCCC1)c1ccccc1	x	-17	x	-1	-12	x	2	0.8	20
Cc1nn(CC(=O)NCc2cccc3ccccc23)c(=O)c2ccccc12	-1.4	6	-8	0	-12	-13	8	0.0	12
CC(C)(C)OC(=O)C[C@@H]1C/C=C\C[C@H](CC(=O)NCCO)C(=O)NC[C@@H](c2ccccc2)OC1=O	0.8	10	4	-4	-13	-9	2	0.6	20
CC1=CC(=O)N(c2ccc(C)cc2)C1c1ccc(Cl)cc1 (stereo unspecified)	-1.1	2	-12	-8	5	-23	3	0.6	11
CCOc1ccc(C(=O)OCCCN(C)C)cc1	1.0	8	-5	-8	-8	0	2	0.2	19
COC(=O)[C@@]1(Cc2ccc(F)cc2)[C@H]2c3cc(C(=O)N(C)C)n(Cc4ccc(Cl)c(C(F)(F)F)c4)c3C[C@H]2CN1C(=O)c1ccccc1	x	-24	x	x	-15	x	1	0.9	15
Nc1ccc(S(=O)(=O)c2ccc(Cl)cc2)cc1	0.1	-3	-6	-7	10	6	1	0.0	-6
C=C(C)c1cccc(C(C)(C)NC(=O)NCCCn2ccnc2)c1	0.3	0	-4	-10	-24	-8	1	1.1	21
O=C(NC1CCCCC1)N1CCNCC1	x	-2	x	-3	7	x	4	0.1	-19
CCCS(=O)(=O)N1CCN(C2Cc3ccccc3C2)CC1	0.1	0	-2	-3	-12	2	1	1.0	-4
O=C(COc1ccc2ccc(=O)oc2c1)Nc1ccc2c(c1)OCCO2	-0.5	6	-5	-4	1	-11	4	2.0	13
NC(=S)NC1CC2CC1C1C=CCC21 (stereo unspecified)	2.0	-8	-6	-4	-10	-6	6	0.1	10
CC1CCN(c2ccccc2NC(=O)c2ccc(Br)o2)CC1	1.1	-39	-8	-3	-8	-26	3	-0.3	6
COCCCNC(=O)CCc1c(C)nc2c(c(C)nn2-c2ccccc2)c1C	x	-6	x	-4	8	x	1	1.0	4
Cc1noc(C)c1S(=O)(=O)N1CCCC(C(=O)Nc2cccnc2)C1 (stereo unspecified)	-0.2	11	-10	-3	-12	-9	5	0.9	24
Cc1ccc(/C(O)=C2/C(=O)C(=O)N(CC(=O)O)C2c2ccc([N+](=O)[O-])cc2)cc1 (stereo unspecified)	1.1	2	-2	-5	-11	-3	0	0.8	11
CCCCCCCCOC(=O)CCn1[nH]c(=O)c2ccccc2c1=O	0.8	2	0	-3	0	-3	3	0.1	4
COc1cc(OC)c(NC(=O)CCc2ccccc2)cc1Cl	-0.8	-5	-6	-3	16	-5	-1	-0.2	-5
Cc1cc(C)n2nc(C(=O)OCC(=O)N(C)CC(=O)Nc3ccc(F)cc3)nc2n1	-0.2	-18	-2	-3	-12	-24	28	-0.1	7
CSc1ccc(/C=N/N2CCN(Cc3ccc(Cl)cc3)CC2)cc1	-0.7	-16	-3	-4	-7	-9	0	0.7	6
CCc1cccc(CC)c1NC(=O)C1CN(S(=O)(=O)c2ccccc2)CCN1S(=O)(=O)c1ccccc1 (stereo unspecified)	-1.1	3	-8	-7	-1	-15	0	0.1	6
Cc1cc(C)cc(OCC(=O)N(Cc2ccco2)c2c(N)n(Cc3ccccc3)c(=O)[nH]c2=O)c1	-0.1	7	-1	-1	-12	2	18	0.6	16
CC(C)(C)C(=O)NC(=S)N1CCc2ccccc21	0.3	-6	-3	-5	-12	-24	-1	0.4	16
NC(=O)c1cc([N+](=O)[O-])ccc1N1CCN(Cc2ccccc2)CC1	1.9	2	-6	-7	1	-15	-1	3.9	2
COc1ccc(C(=O)CCC(=O)NCCc2ccccc2F)cc1	-0.7	71*	-3	-3	-8	-10	39*	0.7	13
O=C(CCCOc1ccccc1)N1CCN(S(=O)(=O)c2cccc(F)c2)CC1	0.2	-3	3	1	7	-17	2	0.6	8

Laid out differently: 13 of the compounds above
| Compound | V1R ag counter | TAAR1 antag | OXTR potentiator | CHRM1 agonist | CHO-K1 Ca antag | CHO parental Ca | TAAR1 ag | CHO-K1 Ca ag | M1 PAM parental |
| --- | --- | --- | --- | --- | --- | --- | --- | --- | --- |
| COCCCNC(=O)CCc1c(C)nc2c(c(C)nn2-c2ccccc2)c1C | x | -6 | x | -4 | 8 | x | 1 | 1.0 | 4 |
| Cc1noc(C)c1S(=O)(=O)N1CCCC(C(=O)Nc2cccnc2)C1 (stereo unspecified) | -0.2 | 11 | -10 | -3 | -12 | -9 | 5 | 0.9 | 24 |
| Cc1ccc(/C(O)=C2/C(=O)C(=O)N(CC(=O)O)C2c2ccc([N+](=O)[O-])cc2)cc1 (stereo unspecified) | 1.1 | 2 | -2 | -5 | -11 | -3 | 0 | 0.8 | 11 |
| CCCCCCCCOC(=O)CCn1[nH]c(=O)c2ccccc2c1=O | 0.8 | 2 | 0 | -3 | 0 | -3 | 3 | 0.1 | 4 |
| COc1cc(OC)c(NC(=O)CCc2ccccc2)cc1Cl | -0.8 | -5 | -6 | -3 | 16 | -5 | -1 | -0.2 | -5 |
| Cc1cc(C)n2nc(C(=O)OCC(=O)N(C)CC(=O)Nc3ccc(F)cc3)nc2n1 | -0.2 | -18 | -2 | -3 | -12 | -24 | 28 | -0.1 | 7 |
| CSc1ccc(/C=N/N2CCN(Cc3ccc(Cl)cc3)CC2)cc1 | -0.7 | -16 | -3 | -4 | -7 | -9 | 0 | 0.7 | 6 |
| CCc1cccc(CC)c1NC(=O)C1CN(S(=O)(=O)c2ccccc2)CCN1S(=O)(=O)c1ccccc1 (stereo unspecified) | -1.1 | 3 | -8 | -7 | -1 | -15 | 0 | 0.1 | 6 |
| Cc1cc(C)cc(OCC(=O)N(Cc2ccco2)c2c(N)n(Cc3ccccc3)c(=O)[nH]c2=O)c1 | -0.1 | 7 | -1 | -1 | -12 | 2 | 18 | 0.6 | 16 |
| CC(C)(C)C(=O)NC(=S)N1CCc2ccccc21 | 0.3 | -6 | -3 | -5 | -12 | -24 | -1 | 0.4 | 16 |
| NC(=O)c1cc([N+](=O)[O-])ccc1N1CCN(Cc2ccccc2)CC1 | 1.9 | 2 | -6 | -7 | 1 | -15 | -1 | 3.9 | 2 |
| COc1ccc(C(=O)CCC(=O)NCCc2ccccc2F)cc1 | -0.7 | 71* | -3 | -3 | -8 | -10 | 39* | 0.7 | 13 |
| O=C(CCCOc1ccccc1)N1CCN(S(=O)(=O)c2cccc(F)c2)CC1 | 0.2 | -3 | 3 | 1 | 7 | -17 | 2 | 0.6 | 8 |

This is a random part of the collection; 3.3% or so of the library scored in one or more.
